Compound activity from PubChem.
S3 lipid droplet – qHTS Assay for Lipid Storage Modulators in Drosophila S3 Cells. AID 2685, 2010. lipid storage change, negative = inhibition, % at the top dose, mostly 46.1 µM; hits show Potency in µM. Drosophila S3 cells, BODIPY lipid droplet fluorescence, 18-24 h; cells fed with added oleic acid. 320,000 tested, 0.64% active; active means well fitted inhibition curve with a large enough effect in the signal ratio, with a control signal flat, not every such curve was filed as active; inconclusive means small, poorly fitted or top-dose-only effect, or effect the other way, or a change in a side signal; the % refers to the signal ratio
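Drosophila S3 cells got compounds at several concentrations plus oleic acid (400 uM solution). Laser-scanning cytometry with 488 nm excitation read lipid droplets at 500-530 nm and cells at 575-640 nm. Percent activity was relative to 20 uM Triacsin C.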
S3 lipid droplet cell count max – also measured in S3 lipid droplet; calls as there; cell number change, %; measured here: cell count max response;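 cells counted by Cell Tracker Red CMTPX staining in the red channel; peak over a dose series mostly up to 46.1 µM; percent activity relative to internal control wells on each plate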
* = called active by the depositor; i = inactive; u = inconclusive; x = not tested or not shown. On the % scale 0 is the no-effect control and ±100 the full control effect; potency means the concentration at half of the fitted maximal effect.

S3 lipid droplet,S3 lipid droplet cell count max,compound
u,x,O=C(COC(=O)Cc1ccc(F)cc1)Nc1ccc2[nH]c(=O)[nH]c2c1
u,x,Cc1cccc(Cn2c(=O)n(CCCC(=O)NCc3ccco3)c(=O)c3ccccc32)c1
u,x,C[C@H](N)c1nnc(SCC(N)=O)o1
u,x,N=C1C(c2nc3ccccc3s2)=C(O)CN1NC(=O)c1ccc([N+](=O)[O-])cc1
u,x,CCOc1ccc(S(=O)(=O)N2CCC(C(=O)NCCc3ccc(S(N)(=O)=O)cc3)CC2)cc1
u,x,CCCCn1nnnc1NCc1cccc(OC)c1OC
10.8%,-0.4,O=C(c1cc(COc2ccc(F)cc2Cl)on1)N(Cc1ccncc1)CC1CCCO1 (stereo not drawn)
-3.6%,16.4,Cc1ccc(S(=O)(=O)N2CCOCC2)cc1C(=O)Nc1ccc(C(N)=O)cc1
u,x,Cc1nnc2ccc(-c3ccc(NS(C)(=O)=O)cc3)nn12
u,x,O=C(COc1ccc(Cl)c2cccnc12)N1CCOCC1
-6.9%,2.1,CN(CC(=O)Nc1ccc(N2CCOCC2)cc1)CC(=O)Nc1ccc(C(F)(F)F)cc1
u,x,O=C(NCCc1ccc(Cl)cc1)C1CCCO1 (stereo not drawn)
u,x,CC(=O)c1ccc(S(=O)(=O)Nc2ccc(-c3cn4c(n3)SCC4)cc2)cc1
3.0%,-1.1,Cn1c(=O)c([N+](=O)[O-])c(NCCc2ccccc2)c2ccccc21
13.2%,8.3,O=C(Nc1ccc(N2CCOCC2)cc1)Nc1ccc2nsnc2c1
u,x,CCn1ncc(C2=NOC(C(=O)NCc3ccc(OC)cc3)C2)c1C (stereo not drawn)
15.7%,x,O=C(CN1C(=O)NC2(CCCCC2)C1=O)N1CCN(C(=O)c2cccs2)CC1
i,-0.8,CCOC(=O)c1c(S(=O)(=O)NCC(=O)Nc2cc(C)ccn2)c(C)n(C)c1C
-20.7%,-12.7,CC(=O)NC12CC3CC(C1)CC(C(=O)OCC(=O)NC(=O)c1cccn1C)(C3)C2
u,x,C#CCOCCOCCOCCNc1nc(N2CCN(C(=O)[C@H]([C@@H](C)O)n3cc(CCCCN)nn3)CC2)nc(N2CCN(C(=O)[C@H](CCCCN)n3cc(CCCC)nn3)CC2)n1
-6.2%,-14.4,Cc1ccsc1C1NC(=O)c2ccccc2N1 (stereo not drawn)
u,x,Cc1cccc(NS(=O)(=O)c2ccc(C)c(C(=O)N(C)C3CCN(C)CC3)c2)c1
i,-29.6,CC(C)(C)OC(=O)N1CCC(NC(=O)c2nc[nH]c2C(=O)NCC(=O)OCc2ccccc2)CC1
i,24.3,O=S(=O)(Nc1ccncc1)c1cc(Cl)ccc1Cl
u,x,Cc1cccc(OCC(=O)OC(C)CN2CCCCC2)c1 (stereo not drawn)
u,x,CNC(=S)N1CCc2ccccc2C1
u,x,Cc1ccc(-n2ncc3c2CCCC3NC(=O)CCCN2CCCCC2=O)cc1C (stereo not drawn)
-28.0%,9.8,CCCCN(C)C(=O)C1CCCN(S(=O)(=O)c2ccc3c(c2)oc(=O)n3C)C1 (stereo not drawn)
-6.6%,-13.4,COc1cc(/C=C2\C(=N)N3N=C(S(C)(=O)=O)SC3=NC2=O)ccc1OCCOc1ccccc1C
u,x,Cc1ccc(C(=O)CSc2n[nH]c(-c3ccco3)n2)cc1C
u,x,c1coc(C2OCC3(CO2)COC(c2ccco2)OC3)c1 (stereo not drawn)
u,x,Cc1c(C(C)(C)C)s/c(=N/S(=O)(=O)c2ccccc2)n1C
2.9%,-7.7,O=S(=O)(Nc1ncnc2scc(-c3ccc(F)cc3)c12)c1cc(F)ccc1F
u,x,Cc1ccc(S(=O)(=O)N2CCN(C(=O)CN3C(=O)c4ccccc4C3=O)CC2)c(C)c1
15.1%,-1.6,CN(CC(=O)Nc1ccc(Cl)c(Cl)c1)C(=O)/C=C/c1ccc(F)cc1
u,x,NNC(=O)c1oc2nc(-c3ccco3)cc(-c3ccco3)c2c1N
u,x,CCOC(=O)c1cc(NC(=O)c2ccc(OC)cc2)c(=O)oc1-c1ccccc1
u,x,NC(=O)CNC(=O)[C@@H]1CC2(CC(c3ccccc3)=NO2)CN1C(=O)c1ccc(Br)cc1 (stereo partly drawn)
16.6%,5.3,Cc1nnc(SCc2ccc([N+](=O)[O-])cc2)[nH]c1=O
u,x,Cc1ccc(CCNC(=O)C2CCN(S(=O)(=O)c3cccc4cccnc34)CC2)cc1
u,x,N#CC1=C2N=C(N)c3ccccc3N2C2=C(C(=O)CCC2)C1c1cccc(Cl)c1 (stereo not drawn)
-13.6%,-13.4,Cc1cc(-c2ccc(N3CCOCC3)cc2)nc2ccccc12
9.3%,7.9,Cc1cc(C2=NNC(=NCCc3ccccc3)SC2)c(C)n1CC1CCCO1 (stereo not drawn)
u,x,COc1cccc(C(=O)Nc2ccc(N(C)C)cc2)c1OC
-1.2%,-1.8,O=C(/C=C/c1ccccc1)NCCc1ccc2c(c1)OCCO2
u,x,O=C(CSc1nc2scc(-c3ccccc3)c2c(=O)[nH]1)Nc1ccccc1
u,x,O=C1NN=COc2ccccc21
-35.0%,-35.4,COc1ccc(C(=O)CC(=O)C(=O)Nc2ccccc2C(F)(F)F)cc1
6.3%,-9.5,Cn1cc(C(=O)N/N=C/c2cccs2)c2ccccc21
i,4.2,O=C(Nc1cccc2ccccc12)C1CCCC1
7.3%,-13.4,O=C(Nc1ccc(Cl)cc1)C1CCN(C(=O)NC2CCCCC2)CC1
u,x,COc1ccc(C(=O)NCCc2c[nH]c3ccccc23)cc1
u,x,O=C(N/N=C/c1coc2ccccc2c1=O)c1cn(-c2ccccc2)nc1-c1ccc(F)cc1
u,x,COC(=O)CC1C(=O)NC(C)=C1C(=O)OC (stereo not drawn)
u,x,Nc1c(NC2CCCCC2)c2ccccc2oc1=O
-14.6%,x,Cc1cccnc1NC(=O)CCNC(=O)c1ccc(Cl)cc1
u,x,O=C(c1ccco1)N1CCN(S(=O)(=O)c2ccc(S(=O)(=O)NC3CCCCC3)cc2)CC1
u,x,O=C(COC(=O)c1cncc(Br)c1)NCc1ccccc1Cl
u,x,O=C(Nc1nn[nH]n1)c1cccc([N+](=O)[O-])c1
u,x,COc1ccc(CC(NC(C)=O)C(=O)NC2CCN(C(=O)c3cc(OC)c(OC)c(OC)c3)CC2)cc1 (stereo not drawn)

New compounds follow
S3 lipid droplet,S3 lipid droplet cell count max,compound
-18.0%,10.5,Cc1ccccc1C(=O)N/N=C1\SCC(=O)N1Cc1ccco1
5.3%,7.9,Cn1cc(CN2CCC(C(=O)N3CCCCC3)CC2)c(-c2ccccc2F)n1
-7.8%,x,CCOc1cc(C=O)ccc1OCc1cc(=O)n2cc(C)ccc2n1
u,x,CCc1ccc(NC(=O)C2CCN(S(=O)(=O)c3ccc4[nH]c(=O)ccc4c3)CC2)cc1
u,x,Cc1cc(Br)c2c(c1)/C(=C/C(=O)c1cccs1)C(=O)N2
u,x,COc1ccc(NC(=O)C(Cc2ccccc2)n2cccc2)c(OC)c1 (stereo not drawn)
i,x,CCc1ccc(NC(=O)COc2coc(CN3CCN(c4ccccc4)CC3)cc2=O)cc1
9.9%,3.2,COc1cccc(NC(=O)N2CCC(N3CCCCC3)CC2)c1
u,x,COCCN(CC(=O)Oc1ccccc1P(=O)(OC)OC)Cc1ccccc1
u,x,C#CCNC(=O)C1=C[C@H](c2ccc(C(F)(F)F)cc2)C[C@H](OCCCCO)O1
i,16.5,C=CCn1cccc(C(=O)Nc2ccc(C)c(C)c2)c1=O
u,x,CCN(CC)S(=O)(=O)c1ccc(N(C)C)c(NC(=O)CC(NC(C)=O)c2ccccc2)c1 (stereo not drawn)
i,-11.7,Nc1nc(NCCOCCO)nc(N2CCCCCC2)c1[N+](=O)[O-]
u,x,COCCNC(=O)c1cc(-c2ccc(-c3ccccc3)cc2)nc2ccccc12
u,x,CC(C)(C)c1cc(C(=O)C[n+]2ccc(C(=O)NCCCO)cc2)cc(C(C)(C)C)c1O
u,x,O=C(COC(=O)C1CCCC1)NCc1ccc(Cl)cc1
u,x,CC(C)(C)OC(=O)N1CCC(c2c(C(=O)N3CCN(C(=O)c4ccco4)CC3)cnn2-c2ccc(F)cc2)CC1
10.1%,0.8,CN(C)c1cc(-c2ccc([N+](=O)[O-])cc2)oc(=O)c1Cl
u,x,COc1ccc(C2C(C#N)=C(N)Oc3cc(N)ccc32)cc1OC (stereo not drawn)
i,13.4,Cc1nc(C)n(C(C)CNS(=O)(=O)c2ccc(Cl)cc2)n1 (stereo not drawn)
13.0%,9.3,CCOC(=O)C1C(=O)CC(C)(O)C(C(=O)OCC)C1c1ccc([N+](=O)[O-])cc1 (stereo not drawn)
u,x,CC1(C(=O)Nc2nnc(SCc3ccccc3)s2)Cc2ccccc2C(=O)O1 (stereo not drawn)
-11.5%,-0.7,CCOC(=O)c1ccc2c(c1)C(=O)N(C1CCCCC1)C2=O
u,x,Cc1onc(-c2ccccc2Cl)c1C(=O)Nc1nnc(-c2ccc(F)cc2)s1
18.4%,5.6,Cc1ccc2nc(NC(=O)c3ccc(Br)o3)sc2c1
-0.4%,0.0,O=C(NN=C(Cc1ccccc1)Cc1ccccc1)c1ccccc1O
u,x,CCCCc1ncc(CN2CCC(n3nccc3NC(=O)c3ccccc3Cl)CC2)[nH]1
u,x,O=C(C[n+]1ccccc1)c1ccc(Cl)cc1
-1.0%,-14.7,Cc1ccccc1NC(=S)N/N=C1\CC(C)(C)Oc2ccc(O)cc21
-2.5%,-1.5,Cc1ccc2c(c1)C1(OCCCO1)C(=O)N2
i,x,CNC(=O)NC(=O)C(NC1CCCc2ccccc21)c1ccccc1 (stereo not drawn)
-26.0%,2.6,O=C(c1cc(F)c(F)cc1Cl)N1CCN(c2ncccn2)CC1
u,x,COc1ccccc1NC(=O)/C(=C\c1cccnc1)NC(=O)c1ccccc1
27.0%,13.3,COc1cc(NC(=O)c2cccc(Cl)c2)c(OC)cc1NC(=O)CN1CCOCC1
5.4%,6.5,COc1ccc(-c2noc(CCC(=O)NC3CCCC3)n2)cc1
29.5%,-1.1,CCN(CC)S(=O)(=O)c1cccc(-c2nnc(SCC(=O)NC3CCCC3)n2N)c1
u,x,CC(=O)c1ccc(NC(=O)CSc2n[nH]c(-c3cccnc3)n2)cc1
u,x,CN(Cc1nccs1)C(=O)C1CCC(=O)N(Cc2ccccc2F)C1 (stereo not drawn)
u,x,Brc1ccc(-c2nnc(-c3cccc(Br)c3)o2)cc1
1.0%,7.8,COCCN(CCOC)S(=O)(=O)c1ccc(Cl)nc1
-7.1%,-11.2,Cn1c(=O)oc2cc(S(=O)(=O)N3CCC(C(=O)N4CC=C(c5ccccc5)CC4)CC3)ccc21
2.9%,3.9,Cc1ccc2c(n1)CC(C)(C)C/C2=N\O
i,x,Cc1cc(=O)oc2cc(OCc3ccc(S(=O)(=O)N4CCOCC4)cc3)ccc12
u,x,CC(C)(C)c1cc(NC(=O)CSc2nnc(NCc3ccccc3)s2)n(-c2ccccc2)n1
-16.0%,-11.4,CC(C)C(NC(=O)/C(=C/c1ccco1)NC(=O)c1ccc(Br)o1)C(=O)O (stereo not drawn)
u,x,COc1ccc(-n2c(=S)[nH]c3cc(C(=O)NCc4ccco4)ccc3c2=O)c(OC)c1
u,x,CN(c1nc(-c2ccccc2)cs1)C1CCS(=O)(=O)C1 (stereo not drawn)
-13.8%,x,O=C(O)CCCCCNC(=O)Nc1ccc2c(c1)OCCO2

Another view of part of the listing above.
CC(C)(C)c1cc(NC(=O)CSc2nnc(NCc3ccccc3)s2)n(-c2ccccc2)n1
  S3 lipid droplet = u	S3 lipid droplet cell count max = x
CN(c1nc(-c2ccccc2)cs1)C1CCS(=O)(=O)C1 (stereo not drawn)
  S3 lipid droplet = u	S3 lipid droplet cell count max = x
Cn1c(=O)oc2cc(S(=O)(=O)N3CCC(C(=O)N4CC=C(c5ccccc5)CC4)CC3)ccc21
  S3 lipid droplet = -7.1%	S3 lipid droplet cell count max = -11.2
Cc1ccc2c(n1)CC(C)(C)C/C2=N\O
  S3 lipid droplet = 2.9%	S3 lipid droplet cell count max = 3.9

(more compounds)
S3 lipid droplet,S3 lipid droplet cell count max,compound
u,x,Cc1sc2nc(C3CC3)nc(NCCNS(=O)(=O)c3ccccc3)c2c1C
10.0%,11.9,CCCCC1=CC2=CC(=O)C(C)(OC(=O)CC)C(=O)C2=CN1CC(C)C (stereo not drawn)
-16.9%,-3.5,CCOc1cc(NC(=O)c2ccccn2)c(OCC)cc1NC(=O)c1ccccc1
u,x,N#C/C(=C\c1ccc[nH]1)C(=O)Nc1ccccc1F
-2.3%,7.7,NS(=O)(=O)c1ccc(NC2(C(=O)O)CCCC2)cc1
u,x,CCC(=O)NC(=S)Nc1cccc(Cl)c1N1CCCCC1
u,x,Cc1ccc(-n2ccnc2SCC(=O)O)cc1C

Some of these compounds in order of SMILES length, ascending.
S3 lipid droplet,S3 lipid droplet cell count max,compound
u,x,Cc1ccc(-n2ccnc2SCC(=O)O)cc1C
u,x,CCC(=O)NC(=S)Nc1cccc(Cl)c1N1CCCCC1
-2.3%,7.7,NS(=O)(=O)c1ccc(NC2(C(=O)O)CCCC2)cc1

Whole records from above:
NS(=O)(=O)c1ccc(NC2(C(=O)O)CCCC2)cc1 in the list: S3 lipid droplet: -2.3%; S3 lipid droplet cell count max: 7.7
CCC(=O)NC(=S)Nc1cccc(Cl)c1N1CCCCC1 in the list: S3 lipid droplet: u; S3 lipid droplet cell count max: x

The list is partial; rates above refer to the full screens.
